Bioassay records deposited in PubChem by National Center for Advancing Translational Sciences (NCATS).
LmPK inh – qHTS Assay for Inhibitors of Leishmania Mexicana Pyruvate Kinase (LmPK); 290,000 tested, 0.37% active; AID 1721, 2009; purified LmPK, Kinase-Glo ATP luminescence, 1 h; Potency, µM (doses to about 57.5 µM), for inactives: top-dose activity change, negative = inhibition, most hits filed as inhibitors; Q27686; further: potency means the concentration at half of the fitted maximal effect
Target sequence (Q27686 whole entry, looked up): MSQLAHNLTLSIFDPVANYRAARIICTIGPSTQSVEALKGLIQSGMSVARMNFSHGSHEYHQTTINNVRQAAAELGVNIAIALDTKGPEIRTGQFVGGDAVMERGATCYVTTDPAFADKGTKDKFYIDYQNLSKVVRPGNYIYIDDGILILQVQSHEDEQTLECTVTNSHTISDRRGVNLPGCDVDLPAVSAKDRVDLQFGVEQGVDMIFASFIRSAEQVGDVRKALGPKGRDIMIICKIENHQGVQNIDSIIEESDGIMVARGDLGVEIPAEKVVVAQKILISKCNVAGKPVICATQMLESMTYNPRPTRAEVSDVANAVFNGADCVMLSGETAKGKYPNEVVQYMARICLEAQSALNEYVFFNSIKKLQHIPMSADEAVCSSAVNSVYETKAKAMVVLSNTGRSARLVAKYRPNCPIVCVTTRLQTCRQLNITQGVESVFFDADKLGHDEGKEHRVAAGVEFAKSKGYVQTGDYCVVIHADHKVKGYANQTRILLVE
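In 50 mM imidazole pH 7.2 with 7 mM MgCl2, LmPK (0.1 nM) turned over PEP (0.5 mM) and ADP (0.1 mM) for 1 h at room temperature. Luciferase read-out of ATP.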
AmpC inh no detg – qHTS Inhibitors of AmpC Beta-Lactamase (assay without detergent) | P00811 | AmpC nitrocefin hydrolysis, absorbance 480 nm, 0.0001% Triton | Potency, µM (top dose mostly 57.1 µM), without a hit: top-dose activity change, negative = inhibition, most hits filed as inhibitors | 330,000 tested, 0.52% active;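 further: potency means the concentration at half of the fitted maximal effect; plate controls were no compound for no effect and no enzyme for full effect; nearly all actives have a fitted effect of over 20% in size; some results filed as inactive show a strong effect at the top dose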
Target sequence (P00811 whole entry, looked up): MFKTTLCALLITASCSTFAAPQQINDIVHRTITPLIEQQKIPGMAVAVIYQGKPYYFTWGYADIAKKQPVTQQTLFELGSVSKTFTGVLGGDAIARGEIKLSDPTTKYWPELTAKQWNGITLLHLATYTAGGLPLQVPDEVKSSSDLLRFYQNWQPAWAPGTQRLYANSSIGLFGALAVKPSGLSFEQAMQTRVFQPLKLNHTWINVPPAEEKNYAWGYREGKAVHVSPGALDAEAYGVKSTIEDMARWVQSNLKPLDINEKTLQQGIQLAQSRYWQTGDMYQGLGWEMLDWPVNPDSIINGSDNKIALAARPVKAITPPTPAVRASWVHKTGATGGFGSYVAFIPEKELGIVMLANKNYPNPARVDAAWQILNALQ
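20 mM phosphate pH 7.0 + 0.01% (detergent screen) or 0.0001% Triton X-100; 5.3 nM AmpC reagent; cpd preinc 15 min RT; nitrocefin (800 uM stock) to start; A480 q20 s × 4 min; Activity was normalised to no-enzyme and no-compound control wells.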
AMA1-RON2 inh – qHTS for Inhibitors of AMA1-RON; Towards Development of Antimalarial Drug Lead: Primary Screen; Plasmodium falciparum AMA1 (3D7) - RON2 peptide interaction; AlphaScreen AMA1-biotinylated RON2 peptide binding; Potency, µM (highest dose often 58.2 µM), for inactives: at the top dose activity change, negative = inhibition, usual class: inhibitors; 360,000 tested, 0.2% active;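 further: potency means the concentration at half of the fitted maximal effect; 0% = vehicle wells and -100% = peptide control; nearly all actives have a fitted effect of over 45% in size; some results filed as inactive show a strong effect at the top dose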
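AMA1 (3D7) with his tag at 25 nM final met compounds first, then biotinylated RON2 peptide at 25 nM; detection used donor plus acceptor beads, 10 µg/mL apiece, read by AlphaScreen after 30 min at room temperature.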
HCMV inh – qHTS Assay for inhibitors of the human cytomegalovirus (HCMV). HFF cells, HCMV-luciferase reporter, 72 h; active compounds read low. activity change, negative = inhibition, % at 57.5 µM. 410,000 tested, 4.5% active. AID 1259415, 2018; in the data active means activity change below about -60%; inconclusive means no clear call, values can overlap the other calls; inactive means above about -39%
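Two compound doses tested in HFFs infected with HCMV-luciferase, MOI 1 PFU/cell, 72 h at 37C. Lysate luminescence read with OneGlo; data normalized against buffer-only and 10uM Salinomycin inhibitor controls.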
HCV inhibitor – qHTS Assay for Inhibitors of Hepatitis C Virus (HCV) | AID 651820, 2012 | 340,000 tested, 3.4% active | Potency, µM (top dose mostly 41.8 µM), for inactives: top-dose activity change, negative = inhibition, hits mostly inhibitors | Huh7.5.1 HCVcc-Cre infection, luciferase reporter, 44 h; further: potency means the concentration at half of the fitted maximal effect
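1,000 cells/well; 4 h culture; + compound; + HCVcc-Cre (~0.5 moi); 44 h; luciferase substrate, RT 15 min; read 15 sec.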
TbPYK inhibitor – qHTS of Trypanosoma Brucei Inhibitors. pyruvate kinase (Trypanosoma brucei), Q57TT1. TbPYK enzyme, Kinase-Glo Plus ATP luminescence, 45 min. Potency, µM (series often up to 76.8 µM), inactives show at the top dose activity, negative = inhibition, most hits filed as inhibitors. 410,000 tested, 0.12% active; further: potency means the concentration at half of the fitted maximal effect; nearly all actives have a fitted effect of over 50% in size
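T. brucei PYK with substrate was exposed to pin-transferred compounds across a concentration series, then started with 130 uM ADP (final). After 45 min at room temperature, Kinase-Glo Plus luminescence was read, normalized and curve-fitted.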
AmpC detergent – qHTS Inhibitors of AmpC Beta-Lactamase (assay with detergent); P00811; AmpC hydrolysis of nitrocefin, absorbance 480 nm, 0.01% Triton; Potency, µM (top dose mostly 114 µM), for inactives: top-dose activity change, negative = inhibition, most hits filed as inhibitors; 370,000 tested, 0.041% active; AID 485294, 2010;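 further: potency means the concentration at half of the fitted maximal effect; 0% = no-compound wells and -100% = no-enzyme wells; nearly all actives have a fitted effect of over 25% in size; some results filed as inactive show a strong effect at the top dose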
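20 mM phosphate pH 7.0 + 0.01% (detergent screen) or 0.0001% Triton X-100; 5.3 nM AmpC reagent; cpd preinc 15 min RT; nitrocefin (800 uM stock) to start; A480 q20 s × 4 min; Activity was normalised to no-enzyme and no-compound control wells.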
The depositor's hits bear a star; u = inconclusive; x = no result given; & = joins results of further samples; [ ] = dose if it differs, or a comment. Unless noted, the call rests on the fitted dose curve; in most records, active means well fitted curve in the direction sought with a large enough effect; inconclusive means small, poorly fitted or top-dose-only effect, or another doubt; inactive means no such curve, though single readings can be large; an effect the other way counts as inactive or inconclusive. Unless noted, on the % scale 0 is the no-effect control and ±100 the full control effect.

SMILES	LmPK inh	AmpC inh no detg	AMA1-RON2 inh	HCMV inh	HCV inhibitor	TbPYK inhibitor	AmpC detergent
CC(=O)c1ccc(N2CCN(C(=O)/C=C/c3ccc(S(=O)(=O)NCc4ccco4)cc3)CC2)cc1	6%	-36%	-9%	-66*	u	3%	-4%
CC(=O)Nn1cc2c(c1-c1ccccc1)c(=O)n(C)c(=O)n2C	2%	-4%	62%[activator]	21	24%	0%	2%
CSC(=Nc1ccccc1)C1=C(O)COC1=O	-5%	-6%	-3%	25	9%	-6%	0%
COC(=O)c1ccccc1NC(=O)C1CCN(c2ncnc3c2nc2n3CCCCC2)CC1	8%	167%[activator]	12%	-8	-24%	-1%	0%
O=C1CCCc2c1nc(-c1ccc([N+](=O)[O-])cc1)n2O	2%	3%	-10%	2	-6%	-1%	-4%
C=CCn1c(COc2ccccc2)nc2ccccc21	-2%	-8%	-3%	-19	10%	-4%	-17%
N=c1c2cn[nH]c2nc(SCC(=O)c2ccc(Br)cc2)n1-c1ccc(Br)cc1	4%	-30%	1%	317	3%	-4%	-2%
COc1ccc(C(=O)N2c3ccc(C)cc3C(C)(c3ccccc3)CC2(C)C)cc1 (stereo not drawn)	x	x	x	-71*	x	-3%	15%
Cc1nn(C)c(C)c1/C=C(\C#N)C(N)=O	1%	-22%	6%	12	11%	-6%	-3%
COC(=O)c1ccc(C(=O)OC)c(NC(=O)N2CC3CCCN3c3ccccc32)c1 (stereo not drawn)	x	x	x	26	x	-4%	3%
COc1ccc(OCc2nnc(SCC(=O)c3ccccc3)o2)cc1	-1%	-18%	30%	u	-6%	-1%	1%
Cc1ccsc1-c1cc2nc(NCCCN(C)C)n(C)c(=O)c2s1	x	x	-3%	87	x	1%	x

Two neighbouring compounds out of the list so far:
SMILES	LmPK inh	AmpC inh no detg	AMA1-RON2 inh	HCMV inh	HCV inhibitor	TbPYK inhibitor	AmpC detergent
COc1ccc(C(=O)N2c3ccc(C)cc3C(C)(c3ccccc3)CC2(C)C)cc1 (stereo not drawn)	x	x	x	-71*	x	-3%	15%
Cc1nn(C)c(C)c1/C=C(\C#N)C(N)=O	1%	-22%	6%	12	11%	-6%	-3%

The list goes on.
SMILES	LmPK inh	AmpC inh no detg	AMA1-RON2 inh	HCMV inh	HCV inhibitor	TbPYK inhibitor	AmpC detergent
CC(C)(C)NC(=O)c1cccc(NC(=O)Cc2ccc(Br)cc2)c1	-3%	-21%	-9%	-29	u	-10%	-3%
Clc1ccccc1-c1nnc2sc(-c3ccccn3)nn12	2%	-20%	38%[activator]	-26	-1%	6%	1%
COc1cc2c(cc1OC)-c1cc(OCc3ccccc3Cl)nc(=O)n1CC2	5%	110%[activator]	4%	-17	-17%	-2%	-4%
O=C(COC(=O)c1ccc(O)cc1)NCCc1c[nH]c2ccccc12	x	-34%	-2%[11.6 µM]	44	-7%	12%	-4%
Cc1cccc(C)c1NC(=O)C(NC=O)c1ccccc1 (stereo not drawn)	-3%	-12%	-4%	5	18%	-43%	-5%
CC(C)(ONC(=O)Nc1ccccc1Cl)C(=O)O	-15%	-10%	26%	22	17%	-6%	2%
O=C(O)CCC(C(=O)O)N1C(=O)C2C3CCC(C3)C2C1=O (stereo not drawn)	x	x	-11%	23	x	5%	x
CCCNC(=O)C1CN(C(=O)c2nn(Cc3ccccc3)c(=O)c3ccccc23)c2ccccc2O1 (stereo not drawn)	x	-14%	8%	-25	13%	-6%	9%
COc1ccc([N+](=O)[O-])cc1NC(=S)NC(NC(C)=O)C(Cl)(Cl)Cl (stereo not drawn)	2%	-15%	5%	-6	u	-3%	0%
O=C(O)c1cc2c(cc1Cl)N1CCCCCC1=NS2(=O)=O	0%	-23%	1%	28	17%	-2%	-2%
O=S(=O)(CCN1CCSCC1)c1ccc(Cl)cc1	-5%	-5%	-4%	-26	11%	1%	-10%
O=C(NC1CCCC1)c1n[nH]c2ccccc12	-3%	-25%	2%	9	13%	0%	-6%
COc1ccc2[nH]c(=O)c(CN(C(=O)NC3CCCCC3)C3CCCC3)cc2c1	0%	-10%	0%	-12	9%	-14%	-13%
COCCCn1c(=N)c(C(=O)NCC2CCCO2)cc2c(=O)n3cc(C)ccc3nc21 (stereo not drawn)	x	x	x	-3	x	1%	9%
COc1ccc(NC(=O)c2ccc3ccccc3n2)cc1S(=O)(=O)N1CCCCC1	3%	-32%	0%	99	5.6µM*	-3%	-7%
Cc1ccc(NC(=O)C2(C)CCN2C(=O)C2CCCCC2)cc1C (stereo not drawn)	x	x	-2%	-1	x	6%	x
O=C(NCCOc1ccc(F)cc1)C1CCC(=O)N(CCN2CCOCC2)C1 (stereo not drawn)	-9%	-28%	2%	17	x	-9%	4%
CCOC(=O)N1CCN(c2cc(=O)n(Cc3ccc(F)cc3)c(=O)[nH]2)CC1	1%	-23%	17%	13	20%	-3%	u
Cn1c(NC(=O)C(C)(C)Oc2ccc(Cl)cc2)cc(=O)n(C)c1=O	0%	-1%	7%	-32	u	-1%	u
c1ccc(CCn2c(SCc3ccccc3)nnc2-c2ccncc2)cc1	0%	86%[activator]	14%	-16	7%	-6%	1%
COc1ccc(Cl)cc1-c1noc([C@@H]2O[C@H](CO)[C@H](O)[C@H](O)[C@H]2O)n1	x	x	-4%	-73*	x	-7%	x
CCN(CC)S(=O)(=O)c1ccc(NC(=O)c2cc(=O)[nH]c3ccccc23)cc1	6%	-6%	-11%	10	u	-2%	-4%
CCN1CCN(c2ccc(NC(=O)c3cccc4ncccc34)cc2)CC1	-6%	-13%	-21%	42	4%	0%	6%
COc1cccc(NC(=S)N2CCN(C(c3ccccc3)c3ccccc3)CC2)c1	1%	-14%	-1%	-20	u	-2%	-16%
N#CC1(Cc2ccccc2)c2ccccc2C=CN1C(=O)c1ccccc1 (stereo not drawn)	7%	-22%	-13%	-10	-1%	0%	-9%
Cc1ccc2[nH]c(O)c(N=NC(N)=S)c2c1	1%	-19%	70%[activator]	-38	2%	5%	2%
CC(NC1=NCCS1)c1ccccc1 (stereo not drawn)	1%	-22%	1%	-12	5%	-1%	-6%
Cc1ccc(/C=[N+](\[O-])c2ccc(N(C)C)cc2)c2nsnc12	-2%	-7%	25µM*	62	u	-20%	-12%
O=C(CNC(=O)c1cc(=O)[nH]c2ccccc12)Nc1ccc(F)c(F)c1	1%	-33%	7%	-15	8%	-2%	-1%
O=C1CC(N2CCCCC2)C(=O)N1c1ccccc1 (stereo not drawn)	1%	-13%	-11%	24	2%	2%	u
COc1cccc2c1cc1c(=O)n(CC(=O)N3CCC(C)CC3)nc(C)n12	-1%	22%	-1%	0&5	-1%	-6%&-4%	0%&22%
Cc1cc(Cl)ccc1NS(=O)(=O)c1ccc2c(c1)CCN2S(C)(=O)=O	x	x	x	-2	x	0%	3%
Cc1cc(=O)oc2cc(OCC(=O)N3CCOCC3)ccc12	-15%	8%	-25%	18	-10%	u	-12%
CSc1ccccc1NC(=O)Nc1cccc(Cl)c1Cl	6%	-50%	-11%	-22	-17%	5%	-9%
CCOCC(=O)Nc1nc2ccc(OCC)cc2s1	u	-2%	3%	80	-23%	-8%	4%
CCCCNS(=O)(=O)c1cccc(S(=O)(=O)N2CCCC2)c1	7%	-17%	11%	42	3%	-6%	u
O=C(NC1CCCCC1)C(c1ccccc1)N(Cc1ccco1)C(=O)Cn1cnc2ccccc21 (stereo not drawn)	1%	58%	-1%	-39	-9%	-3%	0%
C[C@H](CO)N1C[C@H](C)[C@H](CN(C)S(=O)(=O)c2cccc(F)c2)OCc2ccccc2-c2c(n(C)c3ccccc23)C1=O	x	x	13%	u	x	1%	x
O=[N+]([O-])c1ccc(COc2ccc(CN3CCCCC3)cc2)cc1	x	x	-2%	16	-72%	-1%	x
COc1ccc(CCNC2CCCCCC2)cc1	-1%	-3%	-9%	16	-16%	0%	-4%
COc1ccccc1-c1nnn(C/C(N)=N/O)n1	4%	-7%	-23%	-18	31%	-5%	-12%
Cc1c(C)n(C(=O)CN2CCN(c3ccccn3)CC2)c2ccccc12	5%	48%	-16%	34	u	-3%	5%
CC(=O)N=c1sc2nc3ccccc3nc2n1N(C(C)=O)C(C)=O	-2%	-15%	38%[activator]	82	6%	-28%	u

Molecules listed so far that have an aryl methoxy group:
SMILES	LmPK inh	AmpC inh no detg	AMA1-RON2 inh	HCMV inh	HCV inhibitor	TbPYK inhibitor	AmpC detergent
COc1ccc(C(=O)N2c3ccc(C)cc3C(C)(c3ccccc3)CC2(C)C)cc1 (stereo not drawn)	x	x	x	-71*	x	-3%	15%
COc1ccc(OCc2nnc(SCC(=O)c3ccccc3)o2)cc1	-1%	-18%	30%	u	-6%	-1%	1%
COc1cc2c(cc1OC)-c1cc(OCc3ccccc3Cl)nc(=O)n1CC2	5%	110%[activator]	4%	-17	-17%	-2%	-4%
COc1ccc([N+](=O)[O-])cc1NC(=S)NC(NC(C)=O)C(Cl)(Cl)Cl (stereo not drawn)	2%	-15%	5%	-6	u	-3%	0%
COc1ccc2[nH]c(=O)c(CN(C(=O)NC3CCCCC3)C3CCCC3)cc2c1	0%	-10%	0%	-12	9%	-14%	-13%
COc1ccc(NC(=O)c2ccc3ccccc3n2)cc1S(=O)(=O)N1CCCCC1	3%	-32%	0%	99	5.6µM*	-3%	-7%
COc1ccc(Cl)cc1-c1noc([C@@H]2O[C@H](CO)[C@H](O)[C@H](O)[C@H]2O)n1	x	x	-4%	-73*	x	-7%	x
COc1cccc(NC(=S)N2CCN(C(c3ccccc3)c3ccccc3)CC2)c1	1%	-14%	-1%	-20	u	-2%	-16%
COc1cccc2c1cc1c(=O)n(CC(=O)N3CCC(C)CC3)nc(C)n12	-1%	22%	-1%	0&5	-1%	-6%&-4%	0%&22%
COc1ccc(CCNC2CCCCCC2)cc1	-1%	-3%	-9%	16	-16%	0%	-4%
COc1ccccc1-c1nnn(C/C(N)=N/O)n1	4%	-7%	-23%	-18	31%	-5%	-12%
